Screens as filed in PubChem BioAssay.
GLA spleen mod: qHTS Assay for Inhibitors and Activators of Human alpha-Galactosidase From Spleen Homogenate. human spleen homogenate, 4MU-alpha-Gal fluorescence, 40 min. Potency, µM (titrated, usually from 80 µM), for inactives: at the highest dose activity change, negative = inhibition, usual class: inhibitors. 240,000 tested, 0.008% active. AID 2107, 2009;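 note: 0% = enzyme with vehicle and -100% = no enzyme basal signal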
Target sequence (P06280 32-429 limits assumed): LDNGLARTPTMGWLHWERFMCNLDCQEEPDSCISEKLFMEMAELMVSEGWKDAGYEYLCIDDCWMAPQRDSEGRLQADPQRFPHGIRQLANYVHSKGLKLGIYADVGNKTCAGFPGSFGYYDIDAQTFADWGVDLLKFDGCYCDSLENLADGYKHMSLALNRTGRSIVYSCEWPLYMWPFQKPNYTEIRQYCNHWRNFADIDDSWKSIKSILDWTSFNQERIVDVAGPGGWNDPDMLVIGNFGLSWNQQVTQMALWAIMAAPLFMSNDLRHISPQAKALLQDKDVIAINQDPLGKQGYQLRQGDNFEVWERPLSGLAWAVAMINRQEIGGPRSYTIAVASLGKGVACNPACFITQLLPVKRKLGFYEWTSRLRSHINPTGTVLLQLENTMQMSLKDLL
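Human spleen homogenate (1 ug) as enzyme source, 4-methylumbelliferyl-alpha-D-galactopyranoside 1 mM final, citrate/phosphate pH 5.0 with 0.01% Tween-20. Compounds 40 min at 37C, NaOH/glycine stop; fluorescence Ex 365/Em 440, Hill-fit AC50.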
aGlu spleen mod: qHTS Assay for Inhibitors and Activators of Human alpha-Glucosidase From Spleen Homogenate. Lysosomal alpha-glucosidase (Homo sapiens), P10253. human spleen homogenate, 4-MU-alpha-glucoside fluorescence. Potency, µM (top dose mostly 79.9 µM), without a hit: at the top dose activity change, negative = inhibition, usual class: inhibitors. 240,000 tested, 0.006% active. AID 2112, 2009;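 note: 0% = enzyme with vehicle and -100% = no enzyme basal signal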
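AC50 values come from Hill-equation fits of concentration-response data, normalized to no-enzyme and full-activity controls. Enzyme source: 1 ug human spleen homogenate; 1 mM fluorogenic 4-MU glucoside, pH 5.0 citrate buffer, 37 C, 40 min.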
* hit, by the source's call; & = joins results of further samples. Calls come from the whole dose curve; as a rule, active = well fitted curve in the direction sought with a large enough effect; inconclusive = small, poorly fitted or top-dose-only effect, or another doubt; inactive = no such curve, though single readings can be large; an effect the other way counts as inactive or inconclusive. Potency is the fitted concentration of half-maximal effect.

SMILES	GLA spleen mod	aGlu spleen mod
CCC(=O)NCCCC[C@H](NC(=O)OCc1ccccc1)C(=O)Nc1ccc2c(C)cc(=O)oc2c1	11%	0%
COc1ccc(C2=Nn3c(nnc3-c3cc(OC)ccc3OC)SC2)c(OC)c1	4%	-19%
CCC1CC=CC2C1C(=O)N(Cc1ccccc1)C2c1ccc2ccccc2c1 (configuration not stated)	-10%	-6%
CCCC1([C@H](O)C/C=C/[C@H]2[C@H](O)CC(=O)[C@@H]2CCCCCCC(=O)OC)CCC1	-22%	-3%
COc1ccc(C2C3C=CCCC3(C)C(=O)N2Cc2ccccc2)cc1Cl (configuration not stated)	3%	1%
COc1cccc2c1N(C)C(=O)CC21C=CC(=O)C=C1	-3%	-1%
C[C@H](NC(=O)CNC(=O)[C@@H](NC(=O)[C@H](Cc1ccccc1)NC(=O)CNC(=O)CNC[C@@H](N)Cc1ccccc1)[C@@H](C)O)C(=O)N[C@@H](CCCN=C(N)N)C(=O)N[C@@H](CCCCN)C(=O)N[C@@H](CO)C(=O)N[C@@H](C)C(=O)N[C@@H](CCCN=C(N)N)C(=O)N[C@@H](CCCCN)C(N)=O	5%	3%
CCC/C=C1/CCCOC(C(=O)NCc2ccccc2)(C(F)(F)F)C1 (configuration not stated)	7%	-6%
C[C@@H]1C(=O)N(S(=O)(=O)c2ccccc2[N+](=O)[O-])[C@H]1c1ccc(-c2ccccc2)cc1	7%	9%
COc1ccc(COC[C@H](C)[C@H](O[Si](C)(C)C)[C@@H](C)[C@H]2OC(=O)[C@H]2C)cc1	-4%	-5%
O[C@@H]1COC2[C@@H](O)CO[C@@H]21 (some centres not stated)	-15%	2%
O=C(O)C1CC=CC2CCN(C3CCCCC3)C(=O)C21 (configuration not stated)	5%	0%
Cc1ccc(N)c(Cl)c1	6%	3%
COc1cccc2c1CCCC2CCCN1CCN(C2CCCCC2)CC1 (configuration not stated)	-1%&4%	0%&-3%
CCCCCCCCCCN1CCOCCOCCN(CCCCCCCCCC)CCOCCOCC1	8%	3%
CSCC[C@H](N)C(=O)N[C@@H](CCCN=C(N)N)C(=O)N[C@@H](Cc1ccccc1)C(=O)N[C@@H](Cc1ccccc1)C(=O)N[C@H](C(=O)O)C(C)C	-5%	0%
CC[C@H](C)[C@H](NC(=O)CNC(=O)[C@H](CC(C)C)NC(=O)[C@H](CC(C)C)NC(=O)[C@H](CCC(N)=O)NC(=O)[C@H](CCC(N)=O)NC(=O)[C@H](CC(=O)O)NC(=O)[C@H](CCCCN)NC(=O)[C@H](CC(C)C)NC(=O)[C@H](Cc1ccc(O)cc1)NC(=O)[C@H](CCCNC(=N)N)NC(=O)[C@H](CCC(=O)O)NC(=O)[C@@H](NC(=O)[C@H](C)NC(=O)[C@H](CC(C)C)NC(=O)[C@@H](NC(=O)[C@@H](N)CCCNC(=N)N)[C@@H](C)CC)C(C)C)C(=O)N[C@@H](Cc1c[nH]c2ccccc12)C(=O)NCC(=O)N[C@@H](CS)C(=O)N[C@@H](CO)C(=O)O	2%	6%
CC(C)C(C(=O)O)N1C(=O)/C(=C/c2ccc(Br)cc2)SC1=S (configuration not stated)	5%	-1%
CSCC[C@H](NC(=O)CNC(=O)CNC(=O)[C@H](CO)NC(=O)[C@H](CCCNC(=N)N)NC(=O)[C@H](CO)NC(=O)[C@H](CC(C)C)NC(=O)[C@H](CC(C)C)NC(=O)CNC(=O)[C@H](C)NC(=O)[C@H](CC(C)C)NC(=O)[C@H](CCCNC(=N)N)NC(=O)[C@H](Cc1cnc[nH]1)NC(=O)[C@@H](NC(=O)[C@@H](N)C(C)C)[C@@H](C)O)C(=O)N[C@H](C(=O)N[C@@H](CCCCN)C(=O)N[C@@H](CO)C(=O)N[C@@H](CC(N)=O)C(=O)N[C@@H](Cc1ccccc1)C(=O)N[C@H](C(=O)N1CCC[C@H]1C(=O)N[C@H](C(=O)N[C@@H](CC(N)=O)C(=O)N[C@H](C(=O)NCC(=O)N[C@@H](CO)C(=O)N[C@@H](CCCCN)C(=O)N[C@@H](C)C(=O)N[C@@H](Cc1ccccc1)C(N)=O)C(C)C)[C@@H](C)O)C(C)C)C(C)C	9%	-9%
O=C1C[C@@H](c2ccc(O)cc2)Oc2cc(O[C@@H]3O[C@H](CO)[C@@H](O)[C@H](O)[C@H]3O)cc(O)c21	20%	3%
NC(=O)c1ccc2nc(-c3ccc(Oc4ccc(Cl)cc4)cc3)[nH]c2c1	-8%	-2%
COc1ccc(C[C@@H](NS(=O)(=O)c2ccc(C(=O)O)cc2)C(=O)O)cc1	2%	0%
CCC1(CC)C(=O)C2=C3C1[C@H](C(=O)OC)C=C(C(=O)OC)C[C@H]3n1c(=O)n(C)c(=O)n1[C@H]2C (some centres not stated)	10%	8%
COc1ccc(-c2c(C3C4C=CCCC4(C)C(=O)N3Cc3ccccc3)ccc3ccccc23)cc1OC (configuration not stated)	0%	-7%
Cn1cc(C[C@H](C(=O)O)N2C(=O)c3ccc(C(=O)O)cc3C2=O)c2ccccc21	-16%	2%
Continuation:
SMILES	GLA spleen mod	aGlu spleen mod
COc1ccc(C2/C=C\CN(C(=O)C3CCCC3)C(C)C(=O)N2Cc2ccc(F)cc2)cc1 (configuration not stated)	-5%	-9%
COc1cc(OC)c2c(c1C(CCN1CCN(c3ccccc3)CC1)c1ccc(N(C)C)cc1)OC(=O)CC2c1ccc(N(C)C)cc1 (configuration not stated)	2%	-5%
COc1ccc(C2C=C3CNS(=O)(=O)C3CC2OC(=O)c2cccc(C)c2)cc1 (configuration not stated)	7%	0%
CC12CCC=CC1C(c1ccc3ccccc3c1)N(Cc1ccccc1)C2=O (configuration not stated)	8%	-1%
CC[C@H](C)[C@H](NC(=O)[C@H](Cc1ccc(O)cc1)NC(=O)[C@@H](NC(=O)[C@H](CCCNC(=N)N)NC(=O)[C@@H](N)CC(=O)O)C(C)C)C(=O)N[C@@H](Cc1cnc[nH]1)C(=O)N1CCC[C@H]1C(=O)N[C@@H](Cc1ccccc1)C(=O)N[C@@H](Cc1cnc[nH]1)C(=O)N[C@@H](CC(C)C)C(=O)N[C@@H](CC(C)C)C(=O)N[C@H](C(=O)N[C@@H](Cc1ccc(O)cc1)C(=O)N[C@@H](CO)C(=O)O)C(C)C	-14%	-5%
COc1ccc(C2/C=C\CN(Cc3ccccc3)CC(=O)N2Cc2ccc(F)cc2)cc1 (configuration not stated)	6%	-2%
CC(C)CCCC(C)CCCC(C)CCCC(C)C(=O)O (configuration not stated)	7%	-4%
O=C(Nc1ncnc2c1ncn2[C@@H]1O[C@@H]2COP(=O)(O)O[C@H]2[C@H]1O)c1ccccc1	-4%	1%
O=C1C2C(c3ccccc3)CC=CC2C(c2ccoc2)N1Cc1ccccc1 (configuration not stated)	-2%	-9%
CC(=O)OCC(NC(=O)C(C)NC(=O)OC(C)(C)C)C1OC(n2cc(C)c(=O)[nH]c2=O)C(OC(C)=O)C1OC(C)=O (configuration not stated)	4%	8%
CC[C@H](C)[C@H](NC(=O)[C@H](CCCNC(=N)N)NC(=O)[C@@H](NC(=O)[C@H](CCCNC(=N)N)NC(=O)[C@H](CCCCN)NC(=O)[C@H](CCCNC(=N)N)NC(=O)[C@@H](NC(=O)[C@H](CC(N)=O)NC(=O)[C@@H](N)CS)[C@@H](C)O)[C@@H](C)CC)C(=O)N[C@@H](CCC(N)=O)C(=O)N[C@@H](CCCNC(=N)N)C(=O)NCC(=O)N1CCC[C@H]1C(=O)NCC(=O)N[C@@H](CCCNC(=N)N)C(=O)N[C@@H](C)C(=O)N[C@@H](Cc1ccccc1)C(=O)N[C@H](C(=O)N[C@H](C(=O)N[C@H](C(=O)NCC(=O)N[C@@H](CCCCN)C(=O)O)[C@@H](C)CC)[C@@H](C)O)C(C)C	-3%	4%
COc1ccc(C(OCCN2CCC[C@H](C(=O)O)C2)(c2ccc(OC)cc2)c2ccc(OC)cc2)cc1	-6%	-6%
O=C(O)c1ccccc1Nc1cc(Cl)cc(Cl)c1	-2%	4%
CCCC[C@H]1C2=C3[C@@H](CC(C(=O)OC)=C[C@@H](C(=O)OC)[C@H]3C(C)(C)C2=O)n2c(=O)n(-c3ccccc3)c(=O)n21	0%	-5%
CCCC[C@@H]1CCCO[C@@](C(=O)NCCOC)(C(F)(F)F)C1	-1%	-1%
C[C@H]1COC(=O)O1	-8%	-4%
CSCC[C@H](NC(=O)[C@H](Cc1ccccc1)NC(=O)[C@H](Cc1cnc[nH]1)NC(=O)CNC(=O)[C@@H](NC(=O)[C@H](C)NC(=O)[C@H](Cc1c[nH]c2ccccc12)NC(=O)[C@H](CC(C)C)NC(=O)[C@H](CC(N)=O)NC(=O)CN)[C@@H](C)O)C(N)=O	-15%	4%
CC(=O)Nc1c(N)[nH]c(=O)n(C)c1=O	-6%	-2%
COc1ccc(C2=Nn3c(nnc3-c3ccccc3C)SC2)cc1OC	-9%	0%
CC(=O)Oc1c(C)c(C)c2c(c1C)CC[C@@](C)(CCC[C@H](C)CCC[C@H](C)CCCC(C)C)O2	1%	7%
NCCNS(=O)(=O)c1ccc(Cl)c2ccncc12	-1%	3%
CCOC(=O)N1C(C)CN(/[N+]([O-])=N/Oc2ccc([N+](=O)[O-])cc2[N+](=O)[O-])CC1C (configuration not stated)	-5%	4%
O=C(O)c1ccc(S(=O)(=O)N[C@@H](Cc2ccc(O)cc2)C(=O)O)cc1	3%	6%
CCCC[C@H](NC(=O)[C@H](CC(C)C)NC(=O)[C@@H](Cc1c[nH]c2ccccc12)NC(=O)[C@H](Cc1ccccc1)NC(=O)[C@@H](Cc1c[nH]c2ccccc12)NC(=O)[C@H](CC(N)=O)NC(=O)[C@@H](Cc1c(Cl)cccc1Cl)NC(=O)[C@@H]1CCCN1C(=O)[C@H](Cc1ccccn1)NC(=O)[C@@H]1CCCN1C(=O)[C@H](N)CCCCNC(=O)c1cccnc1)C(N)=O	-3%	8%
COCCn1cnc2c1-c1ccc(OC)c(c1)OC/C=C\COc1cccc-2c1	-5%	-15%
(next part)
SMILES	GLA spleen mod	aGlu spleen mod
Nc1ncnc2n[nH]c(Nc3ccc(F)cc3)c12	-13%	5%
COC(=O)C(CC(C)C)NS(=O)(=O)c1cc(Br)ccc1Br (configuration not stated)	5%	4%
COc1ccc(OC)c(-c2nnc3n2N=C(c2c(OC)cccc2OC)CS3)c1	-9%	12%
CCOC(=O)COc1ccc2c(C)c(CCN(CC)CC)c(=O)oc2c1Cl	-7%	-2%
O=C(Cc1ccccc1Nc1c(Cl)cccc1Cl)OCO/N=[N+](\[O-])N1CCCC1	9%	6%
COC(=O)C1=C[C@@H](C(=O)OC)[C@@H]2C3=C(C(=O)C2(C)C)[C@H](c2ccccc2)[C@@H]2C(=O)N(c4ccccc4)C(=O)[C@@H]2[C@@H]3C1	-2%	-1%
CC[C@H](C)[C@H](NC(=O)CNC(=O)[C@@H](NC(=O)[C@@H](NC(=O)[C@H](Cc1ccc(O)cc1)NC(=O)[C@H](CC(C)C)NC(=O)[C@H](C)NC(=O)[C@H](CCC(N)=O)NC(=O)CNC(=O)[C@@H]1CCCN1C(=O)CNC(=O)[C@H](Cc1ccccc1)NC(=O)[C@H](Cc1cnc[nH]1)NC(=O)[C@@H](NC(=O)CNC(=O)[C@H](CCCNC(=N)N)NC(=O)[C@H](CCCNC(=N)N)NC(=O)[C@@H](NC(=O)[C@H](CC(N)=O)NC(=O)[C@@H](N)CS)[C@@H](C)O)[C@@H](C)CC)[C@@H](C)O)[C@@H](C)O)C(=O)O	-16%	-4%
O=C(O)c1ccccc1OS(=O)(=O)O	6%	0%
COc1ccc(CCN2CCC[C@H](CN3CCc4cc(OC)c(OC)cc4CC3=O)C2)cc1OC	-9%	-2%
CC(C)[C@H](NC(=O)[C@H](CCC(N)=O)NC(=O)CNC(=O)[C@@H]1CCCN1C(=O)[C@H](Cc1ccc(O)cc1)NC(=O)CN)C(=O)O	-22%	-2%
COc1ccc(C2/C=C\CN(CC3CC3)C(Cc3ccccc3)C(=O)N2Cc2ccc(F)cc2)cc1 (configuration not stated)	3%	-6%
C#CC(C)OC(=O)Nc1cccc(Cl)c1 (configuration not stated)	-5%	6%
COC(=O)[C@H](CC(C)C)NC(=O)c1ccc(NC[C@@H](N)CS)cc1-c1cccc2ccccc12	-19%	-4%

Pulled one by one from the list above, 2 records:
SMILES	GLA spleen mod	aGlu spleen mod
CCOC(=O)COc1ccc2c(C)c(CCN(CC)CC)c(=O)oc2c1Cl	-7%	-2%
O=C(O)c1ccccc1OS(=O)(=O)O	6%	0%

Copied from the list:
In GLA spleen mod, COC(=O)C(CC(C)C)NS(=O)(=O)c1cc(Br)ccc1Br (configuration not stated) has the entry 5%
In aGlu spleen mod, COc1ccc(OC)c(-c2nnc3n2N=C(c2c(OC)cccc2OC)CS3)c1 has the entry 12%
In GLA spleen mod, O=C(O)c1ccccc1OS(=O)(=O)O has the entry 6%
In aGlu spleen mod, COc1ccc(C2/C=C\CN(CC3CC3)C(Cc3ccccc3)C(=O)N2Cc2ccc(F)cc2)cc1 (configuration not stated) has the entry -6%
In aGlu spleen mod, COC(=O)[C@H](CC(C)C)NC(=O)c1ccc(NC[C@@H](N)CS)cc1-c1cccc2ccccc12 has the entry -4%

An excerpt, so the mix of outcomes need not match the whole.
